Source: PubChem (National Center for Advancing Translational Sciences (NCATS))
IkB sig inh: suppresses IkB signaling in ABC-DLBCL reporter cells; AID 445; 0.04% of 110,000 active; Potency, µM (highest dose often 57.1 µM), without a hit: at the highest dose IkBa stabilization activation; ABC-DLBCL IkBa-CBG/CBR dual luciferase ratio, 4 h; response scale: scaled: untreated 0%, proteasome inhibitor 100%; active = well fitted curve in the direction sought with a large enough effect in the signal ratio, not every such curve was filed as active; inconclusive = small, poorly fitted or top-dose-only effect, or a change in a side signal; the % refers to the signal ratio;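 also: the direction sought is a rising ratio; 0% = basal untreated cells and 100% = reference inhibitor full response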
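In this assay, an IκBα–CBG68 fusion accumulates when IKK-driven degradation is blocked; native CBR normalizes for cell number. OCI-Ly3 cells were treated 4 h with compound and doxycycline, then green and red light read after Chroma-Glo addition.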
Peg3 imprint: inducers of genomic imprint erasure in mouse ES cells; mouse ES Peg3-LacZ reporter, beta-gal luminescence, 40 h; Potency, µM (top dose mostly 60.7 µM), for inactives: top-dose activity change, positive = activation, usual class: activators; 0.02% of 110,000 active;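 also: 0% = negative control wells on the plate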
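Imprint erasure is scored as LacZ activity from the silenced maternal Peg3 allele in feeder-free female ES cells cultured 40 h with LIF. Luminescence is normalized to in-plate negative controls and fitted to the Hill equation.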
p53ts 39C tox: cytotoxicity in p53ts cells at nonpermissive temperature; AID 902; 1.5% of 130,000 active; Potency, µM (highest dose often 46.1 µM), for inactives: at the top dose activity change, negative = cell killing, usual class: cytotoxic; H1299-p53A138V viability at 39C, ATP luminescence, 24 h; also: nearly all actives have a fitted effect of over 55% in size
p53ts 32C kill: cytotoxicity in p53ts cells at permissive temperature; 0.93% of 130,000 active; Potency, µM (series often up to 46.1 µM), without a hit: at the top dose activity change, negative = cytotoxicity, most hits filed as cytotoxic; H1299-p53A138V at 32C, ATP luminescence viability, 24 h;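 also: 0% = DMSO and -100% = full killing by reference compound; nearly all actives have a fitted effect of over 55% in size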
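Cells: H1299 p53ts (A138V), 600/well, pre-incubated 16–30 h at 37C. Cpd up to 46 uM, 24 h, 32C. Readout: ATPlite luminescence, 20 min RT. Normalization: DMSO vs tamoxifen 100 uM. AC50 by Hill equation.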
The depositor's hits bear a star; ? = inconclusive; . = not tested or not shown; & = joins results of further samples; [ ] = remark or other dose. Unless noted, calls follow the shape of the dose curve; as a rule, active = well fitted curve in the direction sought with a large enough effect; inconclusive = small, poorly fitted or top-dose-only effect, or another doubt; inactive = no such curve, though single readings can be large; an effect the other way counts as inactive or inconclusive. Unless noted, % is scaled to controls: 0 for no effect and ±100 for the full control effect; potency is read from the fitted curve at half-maximal effect. This is a random part of the collection; overall some 1.7% were active at least once.

Short keys: A = IkB sig inh; B = Peg3 imprint; C = p53ts 39C tox; D = p53ts 32C kill
O=C(NCc1ccccn1)c1cn(CCc2ccccc2)nn1
  A = -0.8%; B = 6.8%; C = 7.9%; D = 4.0%

CCCN1Cc2cccc(C(N)=O)c2C1=O
  A = 0.7%; B = -13.7%; C = -11.4%; D = -8.2%

CSc1nc2sc3c(c2c(=O)[nH]1)CCc1ccccc1-3
  A = .; B = .; C = 7.8%; D = 8.1%

CC(=O)c1cccc(NC(=O)c2cc3ccccn3n2)c1
  A = ?; B = -71.6%[inhibitor]; C = 12.6µM*; D = 12.6µM*

COCCn1c(=NC(=O)CSCC(=O)Nc2cc(C)on2)sc2cc(C(=O)OC)ccc21
  A = -0.9%; B = -8.5%; C = 7.3%; D = 2.2%

Cc1nc(N)[nH]c(=O)c1CCC(=O)OCC(C)C
  A = 0.2%; B = -1.2%; C = -2.2%; D = 2.1%

CCCCOc1ccc(CNC(=O)c2cccc(NC(=O)N3CCSc4ncccc43)c2)cc1
  A = ?; B = -2.7%[10.9 µM]; C = -10.3%; D = 11.5%

COC(=O)[C@H](CCSC)NC(=O)NCc1cccs1
  A = -1.6%; B = -5.6%; C = 11.4%; D = 8.7%

CCc1nnc(NC(=O)C2CCCN2C(=O)Nc2ccccc2OC)s1 (configuration not stated)
  A = 0.3%; B = -7.2%; C = 12.5%; D = 3.3%

Cn1nc(C(=O)OCCN2C(=O)c3ccccc3C2=O)c2ccccc2c1=O
  A = -0.2%; B = -5.0%; C = -2.9%; D = -3.3%

COC(=O)c1cc2ccsc2n1CC(=O)NCC1CCCO1 (configuration not stated)
  A = -0.1%; B = -10.0%; C = -0.2%; D = -11.1%

Cc1ccc(CN2CCN(CC(=O)N=Nc3c(O)[nH]c4ccccc34)CC2)cc1
  A = .; B = .; C = -2.2%; D = 6.8%

CCCCCn1c(CN2CCN(C(=O)OCC)CC2)nc2c1c(=O)n(C)c(=O)n2C
  A = 4.0%; B = -0.1%; C = 14.7%; D = 10.8%

O=C(COC(=O)C1(c2ccc(F)cc2)CCCC1)N1CCOCC1
  A = -0.3%; B = -8.8%; C = 2.5%; D = 2.2%

Nc1ccc[n+](Cc2ccccn2)c1
  A = 2.7%; B = -5.8%; C = -4.9%; D = -11.6%

CCCCn1c(CNC(=O)c2cccs2)nc2ccccc21
  A = 2.0%; B = -8.4%; C = -6.9%; D = 3.7%

CS(=O)(=O)N1CCC2(CCCN(C(=O)Nc3cccc(C#N)c3)C2)CC1
  A = 1.4%[11.4 µM]; B = .; C = -0.3%; D = -0.3%

Cc1nc(-c2cccc(-c3noc(C)n3)c2)no1
  A = -0.4%; B = -6.4%; C = 1.6%; D = 10.1%

O=C(Nc1c(C(=O)N2CCOCC2)cnn1-c1ccccc1)c1ccccc1
  A = 0.2%; B = 10.6%; C = 9.5%; D = 2.2%

CSC(=O)CC(=O)NC(=O)c1ccccc1
  A = ?; B = -9.0%; C = 2.0%; D = 7.3%

COc1ccccc1N1C(=O)C2CC=CC(C)C2C1=O (configuration not stated)
  A = 1.0%; B = 28.7%; C = 2.1%; D = 3.1%

O=C(NCC1CCS(=O)(=O)C1)NCC1CCS(=O)(=O)C1 (configuration not stated)
  A = 0.8%; B = -3.6%; C = 2.7%; D = -16.6%

c1ccc2oc(SCc3cn4ccccc4n3)nc2c1
  A = ?; B = -19.8%; C = -23.4%; D = -16.8%

COCCN(C(=O)Nc1ccc(OC)cc1OC)C1CCN(C(C)C)CC1
  A = -1.4%; B = -8.8%; C = 7.6%; D = 4.5%

Cc1ccc(C)c(Cn2c(=O)n(C(C)C)c(=O)c3oc4ccccc4c32)c1
  A = -1.0%; B = -11.7%[10.9 µM]; C = -9.5%; D = -0.4%

CCOC(=O)N1CCN(Cc2nc3c(c(=O)n(C)c(=O)n3C)n2CCCc2ccccc2)CC1
  A = -0.5%; B = 2.3%; C = 25.2%; D = 0.1%

COc1ccccc1-c1nnc2sc(COc3ccc(Cl)cc3Cl)nn12
  A = ?; B = -2.7%; C = -3.9%; D = -3.6%

Cc1cc(C)c2c(N)c(C(=O)Nc3nccs3)sc2n1
  A = 10.2%; B = -47.5%[inhibitor]; C = 1µM*; D = 0.794µM*

CCn1cnc2c(=O)oc3ccc(S(=O)(=O)Nc4ccc(OC)cc4)cc3c21
  A = -5.1%; B = -12.3%[10.9 µM]; C = ?; D = -17.4%

Cc1cc(NC(=O)c2cc(-c3ccco3)on2)n(-c2ccccc2)n1
  A = -0.7%; B = -12.9%; C = -6.5%; D = 9.7%

COc1cc2c(cc1NC(=O)COc1ccc(Br)c(C)c1)oc1ccccc12
  A = 5.7%; B = -15.8%[10.9 µM]; C = -7.3%; D = 1.4%

COc1ccc(S(=O)(=O)c2c(O)c3ccc(C(=O)NCc4ccc(Cl)cc4)cc3[nH]c2=O)cc1
  A = 0.6%; B = ?; C = -11.7%; D = -2.0%

COc1cc(C(=O)Nc2ccc(NC(=O)C3CC3)nc2)cc(OC)c1OC
  A = 0.1%; B = -3.8%; C = 9.6%; D = -2.6%

CC1(C)CC(=O)C2=C(C1)Nc1ncnn1C2c1ccccn1 (configuration not stated)
  A = 1.5%; B = 13.9%; C = 15.9%; D = 12.4%

COc1cccc(-c2nnc(Nc3nc4c(F)cccc4s3)o2)c1
  A = ?; B = -43.6%[inhibitor]; C = 12.6µM*; D = ?

COC(=O)c1sc(S(=O)(=O)N2CCN(c3ccc(OC)cc3)CC2)c(C(=O)OC)c1C
  A = -1.0%; B = -10.2%[10.9 µM]; C = -17.1%; D = 4.6%

CCS(=O)(=O)c1nc(S(=O)(=O)c2ccc(Cl)cc2)c(NCc2ccco2)s1
  A = .; B = .; C = 4.8%; D = -3.4%

COc1cccc(C(=O)Nc2ccc(C(=O)OCc3cc(=O)n4nc(C5CC5)sc4n3)cc2)c1
  A = -0.3%; B = -22.0%[10.9 µM]; C = -9.5%; D = -4.2%

CCOc1cc(C2C(C(=O)c3ccco3)=C(O)C(=O)N2CCc2ccccc2)ccc1O (configuration not stated)
  A = -0.1%; B = -2.4%; C = -5.1%; D = 4.1%

CCOC(=O)c1cnc(SCc2nc(N)nc(Nc3ccc(F)cc3)n2)nc1N
  A = -0.9%; B = -12.9%; C = -17.8%; D = ?

O=C(CCN1C(=O)c2ccccc2C1=O)NCCC1=CCCCC1
  A = 2.5%; B = -0.3%; C = 4.9%; D = 2.7%

N#Cc1nc(Cc2ccccc2)oc1NCc1ccccc1
  A = .; B = .; C = 13.7%; D = -17.8%

NC(=O)C1CCN(C(=O)c2ccc3c(c2)N(Cc2cccc(Cl)c2)C(=O)c2ccccc2S3=O)CC1 (configuration not stated)
  A = 0.9%; B = -5.8%[10.9 µM]; C = 21.8%; D = 13.4%

COc1ccc(-c2oc3ncn4nc(-c5ccccc5C)nc4c3c2-c2ccc(OC)cc2)cc1
  A = -3.0%; B = -9.4%[10.9 µM]; C = 12.1%; D = 1.4%

Cc1ccc(S(=O)(=O)C(CNC(=O)COc2ccccc2)c2cccs2)cc1 (configuration not stated)
  A = 0.3%; B = ?; C = -9.8%; D = 5.7%

COc1ccccc1CCNC(=O)CCc1c(C)c2cc3c(C)coc3c(C)c2oc1=O
  A = 0.7%; B = -22.4%[10.9 µM]; C = -13.5%; D = 15.3%

CCCCOc1ccc(CSc2n[nH]c(C)n2)cc1
  A = -0.6%; B = -20.6%; C = -23.0%; D = -22.3%

Cn1nnc(NC(=O)c2ccc(C(C)(C)C)cc2)n1
  A = -0.5%; B = -37.6%[inhibitor]; C = 7.94µM*; D = 10µM*

CCCCNC(=O)c1ccccc1NC(=O)c1ccccc1N(C)S(C)(=O)=O
  A = 0.7%; B = -1.0%; C = 4.3%; D = -3.7%

C=C(CC(=O)O)C(=O)O (tested in a mixture with another compound)
  A = 0.4%[11.4 µM]; B = 11.0%[10.9 µM]; C = -5.2%[9.22 µM]; D = 0.0%[9.22 µM]

Other results
Short keys: A = IkB sig inh; B = Peg3 imprint; C = p53ts 39C tox; D = p53ts 32C kill
Cc1ccc(S(=O)(=O)c2nc(-c3ccccc3Cl)oc2N2CCCCCC2)cc1
  A = 2.0%; B = -18.9%[10.9 µM]; C = 7.5%; D = 9.9%

Cc1ccc(N(C)C(=O)c2cc(S(=O)(=O)N3CCOCC3)cn2C)cc1
  A = -1.3%; B = -4.0%[10.9 µM]; C = -5.3%; D = -9.5%

O=C(Nc1nnc(S(=O)(=O)N2CCCCC2)s1)c1ccc(Cl)cc1
  A = -1.7%; B = -9.6%[10.9 µM]; C = -1.2%; D = 1.7%

Cc1ccc(C(C(=O)NCc2ccco2)N(CCc2ccccc2)C(=O)Cn2nnc3ccccc32)o1 (configuration not stated)
  A = ?; B = -17.6%; C = 16.8%; D = 22.9%

CCn1c(SCCOc2ccc(Cl)cc2)nnc1-c1cccs1
  A = ?; B = -13.3%; C = ?; D = -16.9%

COC(=O)c1ccccc1NC(=O)c1nn(-c2ccc(OC)cc2)c(=O)c2c1c1ccccc1n2C
  A = -1.6%; B = 28.4%[10.9 µM]; C = 21.9%; D = -0.8%

O=C(CCc1ccc(O)cc1)c1c(O)cc(O)cc1O
  A = 2.8%[11.4 µM]; B = -9.7%&1.3%&-9.3%; C = -8.3%&30.0%&11.7%; D = 21.8%&-5.4%&24.1%

Cc1cccc(N2CCN(C(c3cccs3)c3nnnn3C(C)(C)C)CC2)c1C (configuration not stated)
  A = 0.8%; B = -8.6%; C = -7.8%; D = -0.5%

CCC(C)NC(=O)COc1ccc(S(=O)(=O)N2CCOCC2)cc1 (configuration not stated)
  A = 0.4%; B = -2.3%; C = -5.3%; D = -2.4%

CC(C)(C)NS(=O)(=O)c1ccc2nc(NC(=O)c3cccnc3)sc2c1
  A = ?; B = 5.7%[10.9 µM]; C = -5.0%; D = 20.0%

CCOc1ccc(/C=C/c2nc(C#N)c(NC3CCCCC3)o2)cc1
  A = 1.5%; B = -8.4%[10.9 µM]; C = -15.6%; D = 5.3%

COc1ccc(-c2cc(C(=O)NCc3cccnc3)no2)cc1OC
  A = ?; B = -18.2%; C = -16.8%; D = -2.9%

O=C(Cn1nnc(-c2ccccc2Cl)n1)N1CCN(S(=O)(=O)c2ccc(Cl)cc2)CC1
  A = 0.5%; B = -11.1%; C = 1.5%; D = 7.1%

CCOc1ccccc1NC(=O)CN1C(=O)COc2ccc(S(=O)(=O)N3CCCCC3)cc21
  A = ?; B = -17.5%[10.9 µM]; C = -6.3%; D = 10.3%

c1ccc(CCNc2ccc3nncn3n2)cc1
  A = 2.9%; B = -15.2%; C = -2.2%; D = 13.5%

O=C(CN(c1cccc(C(F)(F)F)c1)S(=O)(=O)c1ccccc1)N1CCOCC1
  A = 0.3%; B = 1.9%; C = 12.0%; D = 3.8%

Cc1oc(-c2cccc(Br)c2)nc1Cn1c(=O)cc(-c2ccccc2)c2c(C)nn(C)c21
  A = -3.6%; B = -2.6%[10.9 µM]; C = -29.1%; D = 6.3%

CCn1c(CSc2nnc(-c3cccnc3)n2-c2ccccc2C)nc2cc(C(=O)O)ccc21
  A = 5.1%; B = -20.5%; C = -3.5%; D = -3.0%

Single records, as listed above. Order of values: IkB sig inh	Peg3 imprint	p53ts 39C tox	p53ts 32C kill
`O=C(CCc1ccc(O)cc1)c1c(O)cc(O)cc1O` is entered as 2.8%[11.4 µM]	-9.7%&1.3%&-9.3%	-8.3%&30.0%&11.7%	21.8%&-5.4%&24.1%
`CCn1c(SCCOc2ccc(Cl)cc2)nnc1-c1cccs1` is entered as ?	-13.3%	?	-16.9%

4 of these compounds, reformatted:
compound,IkB sig inh,Peg3 imprint,p53ts 39C tox,p53ts 32C kill
CCC(C)NC(=O)COc1ccc(S(=O)(=O)N2CCOCC2)cc1 (configuration not stated),0.4%,-2.3%,-5.3%,-2.4%
CC(C)(C)NS(=O)(=O)c1ccc2nc(NC(=O)c3cccnc3)sc2c1,?,5.7%[10.9 µM],-5.0%,20.0%
CCOc1ccc(/C=C/c2nc(C#N)c(NC3CCCCC3)o2)cc1,1.5%,-8.4%[10.9 µM],-15.6%,5.3%
COc1ccc(-c2cc(C(=O)NCc3cccnc3)no2)cc1OC,?,-18.2%,-16.8%,-2.9%
